Screening data (PubChem BioAssay)
V1R ag counter: V1a receptor agonism, counter-screen for OXTR agonists; 320,000 compounds, 0.25% hits; AID 2797; CHO-V1R cells, Fluo-8 calcium fluorescence, agonist mode; 0% DMSO, 100% 3 nM vasopressin; activation, % at 3 µM;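 active means activation above the mean activation of all tested compounds plus 3 SD, per screening run, cut at about 20% in these data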;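 further: signal is peak over basal fluorescence ratio across a 100 second FLIPR read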
MEKK2mut PB1 HTS: signal of MEK5 binding to mutant human MEKK2 PB1 domain; percent response, % at 10 µM; AID 1530; 290,000 compounds, 0.35% hits; bead flow cytometry, Alexa488-MEK5 binding to MEKK2 mutant; in the data active means percent response above about 24%, passing the limit was not always enough; further: inactives centre near 1; some results filed as inactive read as strong as hits; reference of the scale not given here
GPR7 antagonist: blocks human GPR7 receptor signaling; 290,000 compounds, 1.1% hits; inhibition, % at 4.4 µM; GPR7-expressing cells, fluorescence antagonist assay; in the data active means inhibition above about 16%, passing the limit was not always enough;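 further: cells stimulated with the agonist NPW; 0% = agonist with vehicle and 100% = vehicle without agonist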
Target sequence (P48145 whole entry, looked up): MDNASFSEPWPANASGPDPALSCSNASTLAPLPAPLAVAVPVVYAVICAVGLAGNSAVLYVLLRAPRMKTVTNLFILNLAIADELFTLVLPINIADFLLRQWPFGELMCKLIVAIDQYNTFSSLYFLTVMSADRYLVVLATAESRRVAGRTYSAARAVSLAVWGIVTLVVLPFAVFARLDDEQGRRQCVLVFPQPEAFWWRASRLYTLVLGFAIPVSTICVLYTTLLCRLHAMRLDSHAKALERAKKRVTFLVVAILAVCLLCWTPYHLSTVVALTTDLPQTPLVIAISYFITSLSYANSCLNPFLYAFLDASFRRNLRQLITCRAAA
GalR3 antagonist: antagonists of human GalR3; O60755; HEK293 GalR3-CNG cAMP membrane potential fluorescence; galR3 body fused to GalR1 C-terminus; inhibition, % at 3 µM; 360,000 compounds, 0.44% hits; AID 651719;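 active means inhibition above the screen-wide average plus 3 SD, cut at about 13% in these data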;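 further: forskolin and galanin both at EC90 stimulate the cells; cAMP rise reported by CNG channel membrane potential dye signal; 0% = forskolin plus galanin with DMSO and 100% = forskolin alone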
OXTR agonist: agonists of human oxytocin receptor; activation, % at 3 µM; 320,000 compounds, 0.32% hits; AID 2435; CHO-OTR cells, Fluo-8 calcium fluorescence; normalized: DMSO 0%, oxytocin 100%;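 active means activation above the mean of all tested compounds plus 3 SD, cutoff set per screening run, cut at about 20% in these data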;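 further: peak over basal fluorescence ratio from a 100 s FLIPR kinetic read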
Target sequence (P30559 whole entry, looked up): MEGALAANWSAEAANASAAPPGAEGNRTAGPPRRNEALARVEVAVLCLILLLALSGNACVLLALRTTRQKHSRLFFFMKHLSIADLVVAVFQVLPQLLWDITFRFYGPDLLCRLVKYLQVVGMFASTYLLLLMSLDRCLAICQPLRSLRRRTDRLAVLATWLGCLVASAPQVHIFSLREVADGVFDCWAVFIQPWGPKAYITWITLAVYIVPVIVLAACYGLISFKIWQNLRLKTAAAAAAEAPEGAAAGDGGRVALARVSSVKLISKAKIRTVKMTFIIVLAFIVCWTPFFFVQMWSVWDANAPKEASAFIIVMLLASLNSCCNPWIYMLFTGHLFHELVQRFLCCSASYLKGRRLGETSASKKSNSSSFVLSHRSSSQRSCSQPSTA
MEKK2wt PB1 HTS: raises or lowers MEK5 binding to wildtype human MEKK2 PB1 domain; Q9Y2U5; bead flow cytometry, Alexa488-MEK5 binding to MEKK2 WT; actives lie on both sides; binding response (% of control), % at 10 µM; 290,000 compounds, 1.1% hits; in the data active means binding response below about 67% or above about 130%
NALP1 inh: inhibitors of NALP1 inflammasome in yeast; 280,000 compounds, 0.61% hits; inhibition, % at 10 µM; S. cerevisiae NALP1/ASC/caspase-1 growth, X-gal OD620, 72 h; in the data active means inhibition mostly above about 24%, no sharp cut-off; inactive means mostly below about 32%; further: some compounds called inactive have numbers as strong as hits
MEKK3 PB1 HTS: modulators (inhibitors or enhancers) of MEK5 binding to human MEKK3 PB1 domain | Q99759 | AID 1529 | bead-based flow cytometry, Alexa488-MEK5 binding to MEKK3; actives lie on both sides; 0 = blocked by unlabeled MEK5, 100 = vehicle | binding response (% of control), % at 10 µM | 290,000 compounds, 1.4% hits;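 active means binding response more than 3 SD above or below the average of its plate-row segment, actives on both sides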;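 further: Alexa488 bead fluorescence after subtracting the streptavidin-only scavenger bead signal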
PHOSPHO1 inh: PHOSPHO1 (human) inhibition; Q8TCT1; recombinant PHOSPHO1, absorbance phosphatase assay; inhibition, % at 13.3 µM; 290,000 compounds, 1.1% hits; in the data active means inhibition above about 60%
Target sequence (Q8TCT1 whole entry, looked up): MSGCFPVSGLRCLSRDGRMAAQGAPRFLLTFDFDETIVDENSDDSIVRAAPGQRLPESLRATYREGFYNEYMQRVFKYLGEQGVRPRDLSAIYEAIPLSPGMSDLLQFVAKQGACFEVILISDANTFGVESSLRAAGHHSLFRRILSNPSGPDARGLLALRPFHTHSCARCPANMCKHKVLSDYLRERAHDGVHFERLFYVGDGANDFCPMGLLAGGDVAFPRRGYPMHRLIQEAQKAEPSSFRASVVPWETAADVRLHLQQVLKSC
* marks the source's active call; other numbers are inactive results; · = not tested or not shown; & = joins results of further samples; [ ] = remark or other dose. An unsorted share of the library (roughly 5.4% active in at least one column).

SMILES	V1R ag counter	MEKK2mut PB1 HTS	GPR7 antagonist	GalR3 antagonist	OXTR agonist	MEKK2wt PB1 HTS	NALP1 inh	MEKK3 PB1 HTS	PHOSPHO1 inh
CCn1cc(C(=O)O)c(=O)c2cc(F)c(N3CCN(C(=S)NC(=O)c4c(OC)cccc4OC)CC3)cc21	0.4	-1	-13	-9	0.1	97	-10	100	30
Cc1ccc(C)c(Oc2coc3cc(OC(=O)c4cccs4)ccc3c2=O)c1	-0.6	2	-9	3	-0.3	105	·	106	·
O=C(NCc1cccs1)c1cnc(Cl)c(Cl)c1	0.8	-12	-2	1	-0.6	90	15	95	32
CCc1ccc(/C=N/N2CCN(c3ccccn3)CC2)cc1	3.6	1	-12	-6	-1.7	98	-2	102	25
O=C(N/N=C/c1ccc([N+](=O)[O-])o1)c1cc2c(ccc3ccccc32)o1	·	-9	-5	-6	·	86	5	98	4
CN(Cc1ccccc1O)CC1CCCN(CCc2ccc(Cl)cc2)C1 (configuration not stated)	0.6	11	-5	-2	0.7	126	-35	105	·
NC(N)=Nc1cc2ccccc2c2ccccc12	-0.1	17	-6	-15	-0.9	111	5	109	27
CN1CCN(C(=O)c2ccccc2NC(=O)c2cccs2)CC1	0.6	17	-5	-1	1.1	108	-21	107	-14
CC(C)[C@H](Nc1ccc(C(F)(F)F)cc1[N+](=O)[O-])C(=O)O	-0.2	-6	-5	-7	0.2	91	-40	92	12
CCOC(=O)C1=C(N)Oc2cc(C)oc(=O)c2C1c1cccnc1 (configuration not stated)	0.2	9	-8	-2	-0.8	109	31	108	11
CC(C)C(C(=O)NCC1CCCO1)N(C(=O)CNS(=O)(=O)c1ccc(F)cc1)C1CCCCC1 (configuration not stated)	0.1	-3	-15	0	0.2	101	19	102	32
O=C(Cc1ccc(-c2ccccc2)cc1)Nc1ncccc1O	2.0	-2	-7	-5	0.7	97	16	102	36
O=C(c1sc2cc([N+](=O)[O-])ccc2c1Cl)N1CCOCC1	0.1	-2	9	3	-0.4	101	29	103	-13
CC(=O)Nc1ccc(S(=O)(=O)N2CCc3ccccc3C2CC(=O)O)cc1 (configuration not stated)	-0.8	2	-11	-8	-0.1	102	29	100	36
Cc1ccccc1N1CC(C(=O)Nc2ccc(S(=O)(=O)N3CCOCC3)cc2)CC1=O (configuration not stated)	-0.2	-2	0	-7	0.2	97	-12	103	28
COc1cc(Cl)c(S(=O)(=O)n2cnc(C)c2)cc1Cl	-0.7	3	-11	0	-0.1	93	-5	105	-20
O=C(COc1ccc(F)cc1)N1CCCCCCC1	0.0	4	-16	-9	-0.6	106	14	101	·
Cc1sc2nc(SCC(=O)N3CCCCC3)[nH]c(=O)c2c1C	-1.1	2	-2	-5	-0.4	101	8	100	-2
COc1ccccc1/C=C1/C(=O)N(c2ccc([N+](=O)[O-])cc2)N=C1C	1.2	4	-11	-3	1.5	98	-21	100	3
O=S(=O)(NC(=NC1CCCC1)C(F)(F)F)c1ccccc1	-0.1	-8	-3	2	-0.1	94	-2	86	-13
CC(C)C1C(=O)NC(=S)N1S(=O)(=O)c1ccc(C(C)(C)C)cc1 (configuration not stated)	4.7	-1	-15	1	-1.0	98	8	96	40
CSc1ccc(NC(=O)N2CCC(C(=O)c3ccc(F)cc3)CC2)cc1	6.0	3	7	-8	1.9	103	21	104	-6
C=CCOC(=O)c1c(C)nc2cc3c(cc2c1C)OCO3	0.3	4	-9	2	-1.4	109	36	118	10
O=C(CSc1nncc2ccccc12)Nc1ccccc1	0.1	4	2	-10	1.9	107	11	104	22
Cc1ccc2[nH]c(C)c(CCNC(=O)C3CCCCC3C(=O)OCC(F)(F)F)c2c1 (configuration not stated)	0.2	-1	-7	-3	-0.8	103	17	99	2
N/C(Cn1nnc(-c2ccccc2)n1)=N\O	-0.4	-1	-3	-4	-1.0	92	·	95	10
O=C(CS(=O)c1ccccc1[N+](=O)[O-])Oc1ccc(Br)cc1 (configuration not stated)	-0.1	-3	-15	1	-1.7	96	14	96	58
COc1ccccc1CNC(=O)C1CCC(CNc2c(N3CCC(C)CC3)c(=O)c2=O)CC1 (configuration not stated)	4.5	-19	-13	6	-0.4	90	·	85	3
O=C(NC1CC1)C1=C[C@@H](c2c[nH]c3ccccc23)C[C@@H](OCCCCO)O1	1.4	2	·	-5	0.8	94	·	93	25
Nc1nonc1-c1nc2ccccc2n1CC(=O)NC1CCCC1	-0.1	5	14	-4	-0.8	104	-19	104	6
Cc1ccc(N2C(=S)NC3c4ccccc4OC2(C)C3C(=O)N(C)C)cc1 (configuration not stated)	0.4	-11	-2	-4	-0.4	84	18	97	7
CCOC(=O)CCCCC(=O)c1[nH]c(=O)[nH]c1Cn1cnc2ccccc21	0.1	-2	-10	-3	-1.2	99	16	94	16
Cc1[nH]c2nc3ccccc3n2c(=O)c1CCC(C)C	0.1	4	-23	·	-0.5	109	15	105	36
COC(=O)c1cc(C(=O)Nc2nnc(CC(C)(C)C)s2)cc([N+](=O)[O-])c1	2.0	-2	13	-6	2.0	100	20	104	-26
CN(C(=O)CN1CCN(c2ccccc2F)CC1)C1CCCc2ccccc21 (configuration not stated)	2.6	1	0	-10	1.5	106	-7	108	31
CC(C)NC(=O)COC(=O)c1cc(=O)[nH]c2ccccc12	0.1	-11	-6	-4	-0.2	93	11	92	15
CCCc1nc2oc3cc(OC)ccc3c(=O)c2c(=O)n1CCc1ccccc1	0.0	11	-17	0	-1.4	104	-3	109	28
Cc1ccc(N=Cc2cc(C)n(C3CCCC3)c2C)cc1	0.0	6	-13	-5	-0.3	106	12	104	37
CCCN(Cc1ccc(N(CC)CC)cc1)CC1CC1	1.3	3	-3	-5	0.2	106	-4	102	49
CCOC(=O)Nc1ccc2c(c1)nc(CN1CCCCC1)n2C	0.6	6	2	·	0.9	108	0	104	-13
CC(C)CC(NC(=O)C(CC(C)C)NC(=O)OC(C)(C)C)C(N)=O (configuration not stated)	-0.4	4	-9	1	-0.1	112	-46	117	-48
COCCn1nnnc1C1(N(Cc2cc3cc(C)ccc3[nH]c2=O)CC2CCCO2)CCN(C)CC1 (configuration not stated)	0.3	·	·	-1	-0.8	·	3	·	15
COc1ccccc1N(CC(=O)Nc1ccccc1C(=O)NC(C)C)S(C)(=O)=O	-0.6	-1	-8	0	-1.2	102	21	93	1
CC(C)C(=O)NC(c1ccc([N+](=O)[O-])cc1)c1c(O)ccc2ccccc12 (configuration not stated)	5.5	1	-4	-7	6.0	103	12	103	-25
O=C(C(Sc1ccccc1)c1ccc(Br)cc1)N1CCOCC1 (configuration not stated)	1.4	21	7	-3	-1.6	113	9	103	-3
C(#Cc1ccccc1)CN1CCN(c2ccccn2)CC1	0.2	6	6	-5&-2	-1.1	109	8	105	7
COC(=O)c1c(N)sc2c1CC(C)(C)OC2	0.6	4	-19	-1	-0.2	101	5	102	34
COc1ccc([C@H]2/C=C\CN(S(=O)(=O)c3ccc4ccccc4c3)[C@@H](C)C(=O)N2Cc2ccc(F)cc2)cc1	0.7	1	·	-3	0.7	99	·	102	·
Nc1nc2ccc(Oc3ccccc3)cc2s1	·	3	-16	-2	·	103	60	102	34
COc1cccc(CN2C(=O)CCC2(C)C(=O)NC2CCCCCC2)c1 (configuration not stated)	-1.4	-4	-10	2	-1.4	96	6	100	5
COc1ccc(N(CC(=O)Nc2ccc(F)cc2)S(=O)(=O)c2ccccc2[N+](=O)[O-])c(OC)c1	0.5	-6	3	-4	0.8	97	0	97	19
Cc1ccc(NC(=S)N/N=C2/CCCc3c(C)cc(C)cc32)cc1	0.0	-2	-4	-4	-1.1	94	8	98	86*
O=C(c1cc2nc(-c3cccs3)cc(C(F)(F)Cl)n2n1)N1CCCc2ccccc21	0.1	3	-11	-8	-0.4	97	26	107	-21
COc1ccc(-n2ncc3c2CC(C)(C)CC3NC(=O)CCn2cncn2)cc1 (configuration not stated)	·	1	-7	-3	·	101	0	101	90*
COc1ccc(/C=N/n2c(=S)n(C)c3ccccc32)cc1OC	0.1	-5	-14	-5	-1.3	90	12	85	73*
CCOC(=O)NC(=O)C(=CNc1ccc(C)cc1)C(=O)NC(=O)OCC	0.4	-2	3	-6	0.2	101	24	97	7
CC1CCCN(C(=O)c2ccc3c(c2)OCO3)C1 (configuration not stated)	0.5	-6	9	-1	0.9	102	-80	100	18
CC(C)OC(=O)c1c2c(n3ccccc13)C(=O)c1ccccc1C2=O	31*	-46	-7	-7	25*	35*[inhibitor]	27	94	-4
CNNC(=O)C(C)NC(=O)c1ccc(Br)cc1 (configuration not stated)	-0.2	10	-8	-5	-0.4	102	22	102	23
Cc1cccc(NC(=O)c2ccc([N+](=O)[O-])cc2Cl)n1	-0.2	2	-5	0	-1.9	108	-32	137*	-9

Pulled by compound from the entries so far:
SMILES	V1R ag counter	MEKK2mut PB1 HTS	GPR7 antagonist	GalR3 antagonist	OXTR agonist	MEKK2wt PB1 HTS	NALP1 inh	MEKK3 PB1 HTS	PHOSPHO1 inh
Cc1ccc(N=Cc2cc(C)n(C3CCCC3)c2C)cc1	0.0	6	-13	-5	-0.3	106	12	104	37
CC(C)C1C(=O)NC(=S)N1S(=O)(=O)c1ccc(C(C)(C)C)cc1 (configuration not stated)	4.7	-1	-15	1	-1.0	98	8	96	40

Additional records follow.
SMILES	V1R ag counter	MEKK2mut PB1 HTS	GPR7 antagonist	GalR3 antagonist	OXTR agonist	MEKK2wt PB1 HTS	NALP1 inh	MEKK3 PB1 HTS	PHOSPHO1 inh
CNC(=O)c1nc(C)n(-c2ccc(Cl)cc2Cl)n1	-1.0	0	-7	-6	0.3	102	0	110	8
CCc1nnc(NC(=O)CN2CCCC(C)C2)s1 (configuration not stated)	-0.1	9	-12	-4	0.1	107	7	104	52
COC(=O)Cn1c2ccc(C)cc2c2nc(C)sc21	-0.9	-6	14	5	-1.7	90	-8	81	-56
C[C@@H]([C@@H](O)c1ccccc1)N(C)C(=O)C(N)Cc1ccccc1 (some centres not stated)	0.2	8	5	2	1.5	102	26	101	-19
CSCC[C@H](NC(=O)N1CCn2c1nc1ccccc12)C(=O)N1CCCCC1	0.3	0	-2	5	-1.5	100	7	102	6
Cc1nc2c(-c3ccccc3)c(C)[nH]n2c(=O)c1Cl	0.4	·	-10	-2	-1.5	·	-4	·	31
Cc1cc(C)cc(NC2=C(N)C(=O)c3ccccc3C2=O)c1	-1.4	3	-15	·	-2.7	104	6	102	42
O=C(/C=C/c1ccccc1)Nc1ccc2c(c1)OCCO2	-0.1	-8	-7	2	-2.2	80	9	92	6
N#C/C(=C\c1coc2ccccc2c1=O)C(N)=S	0.4	-2	-8	-7	0.4	105	15	112	32
O=C(CSc1nnc(C2COc3ccccc3O2)o1)Nc1nccs1 (configuration not stated)	1.7	0	11	·	0.8	97	6	98	-12
OCCCc1nc2ccccc2[nH]1	1.5	6	-5	-6	0.8	102	-13	100	-4
CC(C)CCNC(=O)C1(c2cccs2)CCOCC1	1.2	-30	4	2	-0.7	84	-9	87	26
CCC1CCCCN1CCNS(=O)(=O)c1ccc2c(c1)oc(=O)n2C (configuration not stated)	0.7	8	-1	·	0.0	104	25	102	-14
CC1(C)C(c2ccccc2)=[N+]([O-])CN1O	0.8	2	15	-7	0.9	101	14	100	-3

Entries above printed as active in PHOSPHO1 inh:
Structure,MEKK2mut PB1 HTS,GPR7 antagonist,GalR3 antagonist,MEKK2wt PB1 HTS,NALP1 inh,MEKK3 PB1 HTS,PHOSPHO1 inh
Cc1ccc(NC(=S)N/N=C2/CCCc3c(C)cc(C)cc32)cc1,-2,-4,-4,94,8,98,86*
COc1ccc(-n2ncc3c2CC(C)(C)CC3NC(=O)CCn2cncn2)cc1 (configuration not stated),1,-7,-3,101,0,101,90*
COc1ccc(/C=N/n2c(=S)n(C)c3ccccc32)cc1OC,-5,-14,-5,90,12,85,73*
